IL-1B inflam inh: qHTS for Inhibitors of Inflammasome Signaling: IL-1-beta AlphaLISA Primary Screen; THP-1 LPS/ATP IL-1B secretion, AlphaLISA, 16 h; stronger effect = lower value; activity change, % at 57.5 µM; 360,000 compounds, 4.7% hits; in the data active = activity change below about -50%; inconclusive = mostly about -30% to -49%; note: % is set by controls: 0 for no effect and ±100 for the full control effect
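Secreted IL-1B measured by AlphaLISA bead assay after 16 h compound exposure of THP-1 cells; compounds (final up to 57.5 uM) added 1 h before LPS (250 ng/mL) and ATP (1.25 mM) stimulation; lower signal means less secretion.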
KB-3-1 tox: qHTS assay for MDR1-selective chemotherapeutics: Primary screen using the parental adenocarcinoma cell KB-3-1. KB-3-1 viability, CellTiter-Glo ATP luminescence, 72 h. Potency, µM (doses to about 46.1 µM), without a hit: top-dose activity change, negative = cytotoxic, hits mostly cytotoxic. 400,000 compounds, 1.4% hits; note: potency is the fitted concentration of half-maximal effect; % is set by controls: 0 for no effect and ±100 for the full control effect; nearly all actives have a fitted effect of over 60% in size
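Multi-concentration cytotoxicity screen in KB-3-1 cells grown in DMEM lacking phenol red with 10% FBS. After 72 h at 37 °C with compound, ATP-dependent luminescence was recorded.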
MCF10A rereplic: A quantitative high throughput screen for small molecules that induce DNA re-replication in MCF 10a normal breast cells. MCF 10A DNA re-replication, Hoechst nuclear intensity, 48 h. Potency, µM (highest dose often 46.1 µM), for the others: at the top dose activity, positive = re-replication, actives largely listed as activators. 350,000 compounds, 2.9% hits. AID 624296, 2012; note: potency is the fitted concentration of half-maximal effect; % of control where 0% means no effect; nearly all actives have a fitted effect of over 50% in size
HT1080 IDH1KD tx: qHTS for induction of synthetic lethality in tumor cells producing 2HG: qHTS for the HT-1080-IDH1KD cell line; HT-1080 IDH1 knockdown viability, ATP luminescence, 48 h; Potency, µM (series often up to 46.1 µM), without a hit: at the top dose activity, negative = toxicity, usual class: cytotoxic; 360,000 compounds, 2% hits; AID 686971, 2013;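 note: potency is the fitted concentration of half-maximal effect; 0% = DMSO wells and -100% = cell-free medium wells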
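% activity derives from luminescence (CellTiter-Glo), normalised to DMSO and no-cell wells. HT-1080-IDH1KD cells, 750/well, had 48 h compound exposure at 37 °C.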
HT1080-NT tox: qHTS for induction of synthetic lethality in tumor cells producing 2HG: qHTS for the HT-1080-NT fibrosarcoma cell line. HT-1080-NT fibrosarcoma viability, CellTiter-Glo ATP luminescence, 48 h. Potency, µM (series often up to 46.1 µM), for inactives: at the highest dose activity, negative = less viability, hits mostly cytotoxic. 360,000 compounds, 1.6% hits;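 note: NT is the 2HG producing partner of a matched IDH1 knockdown line; potency is the fitted concentration of half-maximal effect; 0% = DMSO-treated cells and -100% = media-only wells without cells; nearly all actives have a fitted effect of over 55% in size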
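Fibrosarcoma NT cells, 750 per well in 5% FBS RPMI, were exposed to compound for 48 hours. Viability: CellTiter-Glo luminescence.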
SW480 rereplic: A quantitative high throughput screen for small molecules that induce DNA re-replication in SW480 colon adenocarcinoma cells; SW480 DNA re-replication, Hoechst DNA content imaging, 48 h; Potency, µM (titrated, usually from 46.1 µM), for inactives: at the top dose re-replication activation, most hits filed as activators; 340,000 compounds, 1.8% hits; AID 624297, 2012; note: potency is the fitted concentration of half-maximal effect; % of control where 0% means no effect; nearly all actives have a fitted effect of over 55% in size
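SW480 cells exposed to compounds for 48 hr at 37 C, 5% CO2, then Hoechst-stained 40 min. Nuclear DNA content imaged by fluorescence scanning (405 nm excitation, 500-530 nm emission); re-replication scored as increased high-intensity nuclei.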
ATXN viability: Viability Counterscreen for Primary qHTS for Inhibitors of ATXN expression. S2 cells (HEK-293 line with an ATXN2-luciferase reporter) viability, CellTiter-Fluor protease fluorescence, 24 h. 400,000 compounds, 0.49% hits. AID 651635, 2014. Potency, µM (highest dose often 56.7 µM), hits mostly cytotoxic; note: potency is the fitted concentration of half-maximal effect; nearly all actives have a fitted effect of over 40% in size
KB-V1 MDR tox: qHTS assay for MDR1-selective chemotherapeutics: Primary screen using the drug-selected MDR subline cells KB-V1; KB-V1 MDR cells viability, CellTiter-Glo, 72 h; Potency, µM (top dose mostly 46.1 µM), for inactives: at the highest dose activity change, negative = cytotoxicity, actives largely listed as cytotoxic; 400,000 compounds, 3.4% hits; AID 1347076, 2019; note: potency is the fitted concentration of half-maximal effect; % is set by controls: 0 for no effect and ±100 for the full control effect; nearly all actives have a fitted effect of over 60% in size
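Cells of the MDR subline KB-V1 are plated, dosed with compound at multiple concentrations, and incubated 72 h at 37 degrees C; CellTiter-Glo is then added and luminescence read after 10 min.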
ATXN2 expr inh: Primary qHTS for Inhibitors of ATXN expression | HEK-293 ATXN2-luciferase reporter, luminescence, 24 h | Potency, µM (highest dose often 57 µM), inactives show top-dose activity change, negative = inhibition, hits mostly inhibitors | 360,000 compounds, 0.72% hits; note: potency is the fitted concentration of half-maximal effect; % is set by controls: 0 for no effect and ±100 for the full control effect; nearly all actives have a fitted effect of over 55% in size
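ATXN2-luciferase reporter cells (luciferase flanked by upstream and downstream ATXN2 gene portions) were treated 24 h at 37 °C with compounds at up to 57 uM. SteadyGlo luminescence gave expression; GF-AFC fluorescence gave viability.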
* marks the source's active call; other numbers are inactive results; i = inactive; ? = inconclusive; · = no result given; & = joins results of further samples; [ ] = dose if it differs, or a comment. Unless noted, calls come from the whole dose curve; as a rule, active = well fitted curve in the direction sought with a large enough effect; inconclusive = small, poorly fitted or top-dose-only effect, or another doubt; inactive = no such curve, though single readings can be large; an effect the other way counts as inactive or inconclusive.

SMILES	IL-1B inflam inh	KB-3-1 tox	MCF10A rereplic	HT1080 IDH1KD tx	HT1080-NT tox	SW480 rereplic	ATXN viability	KB-V1 MDR tox	ATXN2 expr inh
COc1ccc2[nH]c3c(c2c1)CCN1C(=O)C(CC(=O)NCCN2CCOCC2)C[C@H](C(=O)N2CCCCC2)[C@@]31C (some centres undefined)	-6	15%	-1%	10%	13%	-32%[inhibitor]	i	?	4%
Cc1cc(C)nc(NC(=O)Cc2ccc(Br)cc2)n1	-9	6%	-1%	6%	4%	-6%	i	-8%	6%
O=C(CN1CCSc2ccccc21)NCc1ccccc1F	·	14%	·	·	·	·	i	-29%	18%
CCCCc1nc(SCC(=O)Nc2ncccn2)n[nH]1	36	-1%	1%	19%	13%	-1%	i	10%	-2%
COc1ccccc1OCC(=O)NCc1cccs1	2	5%	1%	1%	-4%	1%	i	22%	73%[activator]
NC(=O)c1ccc(-c2ncc(-c3ccccc3)o2)cc1	0	-28%	?	20%	6%	-5%	i	?	?
Cc1cccc(C(=O)Nc2ccc(OCc3cc(=O)n4ccsc4n3)cc2)c1	·	10%	·	·	·	·	i	?	1%
CCn1c(SCC(=O)NCc2cccs2)nnc1-c1ccco1	-15	10%	-21%	21%	13%	-1%[9.22 µM]	i	0%	7%
CCC(=O)N1CCc2cc(S(=O)(=O)NC(Cc3ccccc3)C(=O)Nc3ccccc3C)ccc21 (centres undefined)	·	3%	·	·	·	·	i	-13%	-13%
CN1CN=C(NS(=O)(=O)c2ccc([N+](=O)[O-])cc2)NC1	2	-1%	?	1%	-4%	0%	i	-11%	-13%
O=C(O)COc1ccc2c3c(c(=O)oc2c1)CCC3	19	4%	-4%	22%	20%	-5%	i	-4%	2%
O=c1cc(N2CCN(c3ccc(F)cc3)CC2)[nH]c(=O)n1Cc1ccc(F)cc1	12	?	7%	-19%	-5%	10%	i	-1%	1%
O=C(OCN1C(=O)c2ccccc2C1=O)c1cccnc1SC(F)F	11	5%	-1%	6%	4%	-6%	i	0%	4%
Cc1cc(C)c(S(=O)(=O)Nc2cccc(-n3cnnn3)c2)c(C)c1	5	2%	0%	0%	1%	-3%	?	-2%	·
Cc1cc(C)c2c(NC(=S)Nc3ccccc3)n[nH]c2n1	8	1%	-1%	15%	0%	-3%	i	?	12%
CCc1cc2c(=O)c(-c3ccc4c(c3)OCCO4)c(C)oc2cc1OS(C)(=O)=O	-27	?	?	?	-28%	?	i	?	-24%
CCOC(=O)c1c(C)[nH]c(C)c1S(=O)(=O)N1CCN(c2ccc(F)cc2)CC1	-7	-5%	-6%	-1%	4%	-7%	i	0%	·
CNC(=O)CSc1nnc(-c2cccnc2)n1CCc1ccccc1	7	7%	2%	-3%	9%	-7%	i	2%	-1%
Cc1ccccc1-c1cnc(C(O)c2ccc(Cl)c(F)c2)[nH]1 (centres undefined)	-62*	0%	·	-15%	-20%	·	i	-1%	3%
Clc1cccc(CNc2ccn3nc(-c4cccs4)cc3n2)c1	-1	0%	·	?	-27%	·	?	2%	3%
Cc1c(Cl)cccc1NC(=O)c1cc(-c2cccc(Cl)c2)on1	·	0%	·	·	·	·	i	?	-10%
O=C(CSCc1ccccc1Cl)NNC(=S)Nc1ccccc1	-21	-5%	-3%	1%	-1%	-1%	i	-20%	14%
CCCCn1c(=O)c(CCC(=O)O)nc2ccccc21	-2	14%	9%	0%	5%	-1%	i	7%	14%
O=C(NCc1nnc2c(C(F)(F)F)cc(Cl)cn12)c1ccco1	14	16%	-1%	-2%	2%	5%	i	28%	-1%
CS(=O)(=O)c1ccc(NCCN2CCOCC2)c([N+](=O)[O-])c1	2	-23%	-16%	9%	14%	-17%	i	?	-12%
COc1cc2[nH]c(=O)n(Cc3ccc(C(=O)NC4CCCC4)cc3)c(=O)c2cc1OC	36	-19%	4%	-2%	1%	-14%	i	-2%	-11%
CCc1ccc2nc(N)sc2c1	-17	-3%	-13%	-2%	13%	-3%	i	7%	41%[activator]
C=CCOc1cccc(CNCc2cccnc2)c1	11	4%	-2%	1%	1%	-2%	i	0%	-2%
CCc1sc(C(=O)Nc2ncccc2C)cc1C	-10	6%	0%	4%	3%	1%	i	23%	16%
CCCCCCSc1ccc(-c2nc3ccc(Cl)cn3c2NCc2ccccc2)cc1	-8	0%	?	15%	15%	-14%	i	-1%	0%

3 compounds out of the list above, sorted by the value under SW480 rereplic, lowest first.
SMILES,IL-1B inflam inh,SW480 rereplic
CS(=O)(=O)c1ccc(NCCN2CCOCC2)c([N+](=O)[O-])c1,2,-17%
CCCCCCSc1ccc(-c2nc3ccc(Cl)cn3c2NCc2ccccc2)cc1,-8,-14%
CCc1ccc2nc(N)sc2c1,-17,-3%

(more compounds)
SMILES	IL-1B inflam inh	KB-3-1 tox	MCF10A rereplic	HT1080 IDH1KD tx	HT1080-NT tox	SW480 rereplic	ATXN viability	KB-V1 MDR tox	ATXN2 expr inh
CC(C)(C)c1ccc(S(=O)(=O)N2CCC(N3CCCCC3)CC2)cc1	-10	-14%	10%	1%	-3%	-7%	i	?	-10%
COc1ccccc1N1CCN(CCC(=O)Nc2cccc(F)c2)CC1	1	7%&-5%	·	-11%	-11%	·	?	-12%&9%	-8%
O=C(NCc1nnc2c(C(F)(F)F)cc(Cl)cn12)c1ccc(Br)o1	18	-2%	6%	0%	9%	-6%	i	-18%	-1%
O=C1C=C(O)CC(c2ccco2)C1 (centres undefined)	38	2%	8%	-1%	-6%	-5%	?	9%	9%
Cc1ccc(NC(=O)Cn2c(=O)n(Cc3ccc4c(c3)OCO4)c(=O)c3ccc(C(=O)NC4CCCCC4)cc32)c(C)c1	·	1%	·	·	·	·	i	3%	3%
NNc1nncc2ccccc12	·	·	-1%[20.6 µM]	·	·	0%[20.6 µM]	?	·	55%[activator]
CCOC(=O)CNC(=O)Nc1cc(C(=O)NCc2ccccc2OC)ccc1N1CCCC1	·	0%	·	·	·	·	i	27%	-10%
COc1ccc(NC(=O)C(Cl)=C(Cl)Cl)cn1	-97*	?	21µM*	23µM*	16µM*	?	i	?	-17%
Nc1nc(CSc2nc3ccccc3[nH]2)cs1	-1	13%	-7%	2%	4%	1%	i	0%	41%[activator]
CCOC(=O)C1(c2csc(N)n2)COC(=O)C1 (centres undefined)	-4	-4%	0%	-3%	-3%	0%	i	4%	0%
CCCOc1ccc(N2C(=O)CC(N3CCCC(C(=O)N4CCCC4)C3)C2=O)cc1 (centres undefined)	11	0%	-9%	7%	5%	-4%	i	3%	13%
Cc1ccc(NC(=O)CCc2ccc(S(=O)(=O)NC3CCCCC3)cc2)cc1	-13	-6%	4%	1%	6%	2%	i	-5%	-9%
C/C(N)=C(\C#N)C(=O)NCCc1ccccn1	23	0%	-1%	14%	11%	7%	i	17%	7%
Cc1nn(-c2ccccc2)c2sc(C(=O)NNC(=O)COc3ccccc3)cc12	6	-6%	0%	?	?	-1%	i	-11%	-3%
Nc1ccc2nc[nH]c2c1	36	3%&9%	-37%[inhibitor]	-12%	-4%	-5%	?	7%&1%	?
COc1ccc(S(=O)(=O)N(C)C[C@H]2Oc3ccc(NC(=O)C4CCCCC4)cc3C(=O)N([C@H](C)CO)C[C@@H]2C)cc1	0	3%	8%	3%	-26%	7%	?	11%	-1%
COCCCNC(=O)Cn1c(=O)n(CC(=O)NCCc2ccc(OC)c(OC)c2)c(=O)c2sccc21	0	-1%	-8%	16%	6%	5%	i	15%	·
Cc1cc(C(=O)NNC(=O)Cc2ccc(Cl)cc2)c(C)o1	-16	-1%	-2%	-7%	5%	-31%[inhibitor]	i	0%	-3%
Cc1cc(C)cc(NC(=O)N2CCC(C(=O)c3ccc(F)cc3)CC2)c1	-22	-16%	9%	2%	-16%	-3%	i	?	-2%
COc1cc(C(=O)Nc2c(C(=O)O)[nH]c3ccc(C)cc23)cc(OC)c1OC	29	0%	?	-12%	-5%	-4%	i	9%	7%
CCCCOc1ccc(NC(=O)c2cc3c(n(-c4ccc(Cl)cc4)c2=O)CCCC3=O)cc1	·	-12%	·	·	·	·	i	9%	2%
CC(=O)c1ccc(N2CCN(C(=O)C3CCN(S(=O)(=O)c4ccc(F)cc4)CC3)CC2)cc1	7	3%	5%	-7%	-2%	9%	i	-19%	-20%
O=C(c1ccc(Cl)c([N+](=O)[O-])c1)N(Cc1ccc(F)cc1)C1CCS(=O)(=O)C1 (centres undefined)	-95*	6%	11%	0%	-2%	-2%	i	5%	-19%
O=C(CCCN1C(=O)/C(=C\c2ccccc2)SC1=S)Nc1ccc(C(=O)O)cc1	6	-3%	9%	-4%	-7%	-3%	i	?	5%
c1ccc(-c2cn3nc4c(nc3n2)CCCC4)cc1	17	?	?	?	?	?	·	?	5.6µM*
COc1ccc(S(=O)(=O)N2CCN(C(=S)NCC3CCCO3)CC2)cc1OC (centres undefined)	41	-13%	8%	0%	8%	2%	i	-6%	-2%
CCN1CCN(C(c2ccc(OC)cc2)c2nnnn2Cc2ccc3c(c2)OCO3)CC1 (centres undefined)	-12	-8%	9%	0%	-2%	-64%[inhibitor]	i	-16%	·
Cc1ccc(-c2cc(-c3nnc(SCC(=O)NC(C)C(C)C)n3N)c3ccccc3n2)cc1 (centres undefined)	-9	?	-7%	-6%	-3%	-8%	?	11%	-1%
CNC(=O)c1nnsc1S(=O)(=O)c1ccc(Cl)cc1	-98*	?	1.5µM*	2.9µM*	?	1µM*	?	-9%	?
O=C(CN1C(=O)C2C3C=CC(C3)C2C1=O)N1CC=C(c2ccccc2)CC1 (centres undefined)	23	-2%	7%	9%	12%	-8%	i	?	1%

Screening results: PubChem BioAssay, National Center for Advancing Translational Sciences (NCATS)
